TRPC4 act: opens the mouse TRPC4 cation channel; Q9QUQ5; HEK293 TRPC4beta/mu-opioid, Fluo4 calcium fluorescence; active compounds read high; B-score at 10 µM; 310,000 compounds, 0.49% hits;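 active means B-score above 5 SD of library B-scores, and initial fluorescence ratio not above library mean plus 5 SD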;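 further: positive B-score marks a calcium rise read as TRPC4 activation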
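Material: TRPC4beta and mu-opioid receptor HEK293 stable cells | Incubation: 45 min room-temperature Fluo4 loading, 110 s read | Detection: Kinetic Fluo4 calcium fluorescence | Measure: Integrated baseline-normalised fluorescence ratio, converted to per-well B score | Benchmarks: Low control buffer alone, high control maximal DAMGO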
KCNK9 inh: blocks the human KCNK9 two-pore domain potassium channel | Q9NPC2 | HEK293 KCNK9, FluxOR thallium flux fluorescence; active compounds read low | B-score at 10 µM | 310,000 compounds, 1.2% hits;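 active means ratio B-score over 3 SD below the library mean, with starting fluorescence within 5 SD of its mean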;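 further: negative B-score means less thallium flux so channel inhibition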
TMEM16A act: mouse TMEM16A channel activation, primary screen; Q8BHY3; HEK293 TMEM16A/YFP-H148Q/I152L, iodide quench fluorescence; active compounds read low; B-score at 10 µM; 340,000 compounds, 0.3% hits; AID 623877;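 active means fluorescence-ratio B-score plate-corrected deviation score at least 3 library SD below zero, with starting fluorescence score within 5 deviations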;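 further: channel opened by trigger with iodide after compound preincubation; score built on the fluorescence ratio of max minus min over baseline; more negative score means more quench and so TMEM16A activation or potentiation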
TMEM16A inh: blocks the mouse calcium-activated chloride channel TMEM16A; HEK293 TMEM16A/YFP iodide influx fluorescence, ionomycin; normalized B-score (activity score, 25-100; higher = stronger inhibition) at 10 µM; 310,000 compounds, 1.2% hits; AID 588511;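 active means ratio plate-corrected score three or more library SD toward inhibition, starting fluorescence score within five deviations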;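 further: score derived from kinetic fluorescence span divided by baseline fluorescence per well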
KCNQ1 block: blocks the human KCNQ1 potassium channel | AID 2642 | CHO-K1 KCNQ1, FluxOR thallium flux fluorescence; active compounds read high | P51787 | 310,000 compounds, 1.3% hits | B-score at 10 µM;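 active means compounds whose thallium flux B-score, printed positive for inhibition, exceeds three library SD while starting fluorescence stays within three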;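 further: channel opened by potassium depolarization with thallium stimulus after 20 min compound exposure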
hERG rescue: hERG (human) protection from proarrhythmic block. CHO-hERG, FluxOR thallium flux, dofetilide IC70 present. Q12809. activation (rescue from dofetilide block), less the hit threshold, % at 10 µM. 310,000 compounds, 0.51% hits;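 active means activation above the mean of controls blocked by dofetilide plus 5 SD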;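 further: thallium influx through hERG after potassium depolarization seen as dye fluorescence rise; in these data hits start at about 4.7%; inactives centre near -7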
Target sequence (Q12809 whole entry, looked up): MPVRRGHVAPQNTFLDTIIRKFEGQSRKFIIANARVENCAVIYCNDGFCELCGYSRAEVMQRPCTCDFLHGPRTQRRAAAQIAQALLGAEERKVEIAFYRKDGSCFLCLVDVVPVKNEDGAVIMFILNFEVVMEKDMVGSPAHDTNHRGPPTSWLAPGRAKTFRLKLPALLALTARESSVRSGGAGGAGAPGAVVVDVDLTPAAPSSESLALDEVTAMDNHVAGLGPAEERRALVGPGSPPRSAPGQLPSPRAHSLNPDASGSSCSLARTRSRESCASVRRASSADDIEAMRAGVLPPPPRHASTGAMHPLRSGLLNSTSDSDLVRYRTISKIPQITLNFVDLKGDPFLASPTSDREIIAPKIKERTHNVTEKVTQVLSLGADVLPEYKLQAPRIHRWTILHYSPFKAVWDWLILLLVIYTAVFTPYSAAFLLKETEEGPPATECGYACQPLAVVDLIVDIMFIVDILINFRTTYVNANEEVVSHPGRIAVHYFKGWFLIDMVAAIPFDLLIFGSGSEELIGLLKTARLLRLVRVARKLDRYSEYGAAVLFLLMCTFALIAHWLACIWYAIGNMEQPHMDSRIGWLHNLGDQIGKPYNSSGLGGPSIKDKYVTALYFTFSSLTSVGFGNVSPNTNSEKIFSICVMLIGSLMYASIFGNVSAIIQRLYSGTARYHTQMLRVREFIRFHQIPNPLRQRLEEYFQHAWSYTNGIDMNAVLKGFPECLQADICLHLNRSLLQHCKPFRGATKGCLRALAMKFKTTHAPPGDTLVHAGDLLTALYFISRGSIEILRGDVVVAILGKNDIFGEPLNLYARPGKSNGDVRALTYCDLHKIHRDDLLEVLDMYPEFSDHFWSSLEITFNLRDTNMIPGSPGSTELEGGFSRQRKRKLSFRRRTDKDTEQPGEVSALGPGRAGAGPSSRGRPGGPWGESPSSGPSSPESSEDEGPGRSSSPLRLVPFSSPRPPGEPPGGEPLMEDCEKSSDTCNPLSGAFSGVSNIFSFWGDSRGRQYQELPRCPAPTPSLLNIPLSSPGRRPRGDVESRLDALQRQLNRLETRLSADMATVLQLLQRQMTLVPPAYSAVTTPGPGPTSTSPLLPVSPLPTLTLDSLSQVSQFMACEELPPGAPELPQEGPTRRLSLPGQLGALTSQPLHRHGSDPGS
KCNK3 block: human KCNK3 channel inhibition, primary screen | O14649 | CHO-KCNK3 thallium flux, FluxOR fluorescence; active compounds read low | B-score at 10 µM | 340,000 compounds, 0.84% hits | AID 602410;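 active means B-score under library mean minus 4 SD, starting fluorescence ratio at most library mean plus 5 SD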;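 further: more negative B-score means stronger inhibition of thallium flux through KCNK3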
TRPC4 PAM: TRPC4 (mouse) allosteric potentiation; Q9QUQ5; HEK293 TRPC4beta/mu-opioid, DAMGO EC20, Fluo-4 Ca2+ flux; active compounds read high; B-score at 10 µM; 310,000 compounds, 0.42% hits; AID 2227;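 active means B-score of calcium response area above 5 SD of library B-scores, with initial fluorescence ratio within 5 SD of library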;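 further: B-score of integrated fluorescence ratio over time as area under calcium response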
DYRK1A inh: Dyrk1A (rat) kinase inhibition; 310,000 compounds, 0.43% hits; Q63470; ADP-Glo luminescence, NFATc1 peptide; inhibition, % at 12.5 µM; in the data active means inhibition above about 50%;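 further: plate controls were vehicle with enzyme for no effect and no enzyme for full effect; many of its hits are not listed in these tables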
HDAC3 inhib: blocks human histone deacetylase 3 | O15379 | inhibition, % at 8.3 µM | 320,000 compounds, 0.15% hits | recombinant HDAC3, fluorogenic peptide/trypsin coupled, fluorescence | AID 2718; in the data active means inhibition above about 26%, passing the limit was not always enough
KCNQ1 act: human KCNQ1 channel potentiation or activation; P51787; CHO-K1 KCNQ1, thallium flux FluxOR fluorescence; active compounds read high; B-score at 10 µM; 310,000 compounds, 0.35% hits; AID 2648;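 active means fluorescence ratio B-score, a plate-corrected score, at least three library SD, with initial intensity B-score within 5 SD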
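System: Stable KCNQ1 CHO-K1 line | Incubation: 90 min dye loading and 20 min compound exposure, both at room temperature | Measure: Ratio B score | Medium: Assay buffer for compound exposure, DMSO matched across wells | Compound dosing: Single-concentration screen | Probe or stimulus: K+/Tl+ depolarizing stimulus | Measured by: Kinetic FluxOR fluorescence, 10 s baseline plus 110 s post-stimulus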
Starred values were filed as active, the others as inactive; i = inactive; / = no result given. Only part of the results is shown; the hit share may differ from the screen's.

SMILES	TRPC4 act	KCNK9 inh	TMEM16A act	TMEM16A inh	KCNQ1 block	hERG rescue	KCNK3 block	TRPC4 PAM	DYRK1A inh	HDAC3 inhib	KCNQ1 act
COC/C=C/C1=CC2=CC(=O)C(C)(OC(=O)c3cnc4ccccc4n3)C(=O)C2=CN1Cc1ccccc1 (stereo not given)	i	i	i	i	i	-7	i	i	0	5	i
CC1CCN(c2nc3c(c(=O)[nH]c(=O)n3C)n2CC(C)CSc2nnnn2-c2ccccc2)CC1 (stereo not given)	i	i	i	i	i	-11	i	i	-7	5	i
Cc1cccn2c(=O)c(/C=C(\C#N)S(=O)(=O)c3ccccc3)c(N3CCCCC3)nc12	i	i	i	i	i	-8	i	i	/	-6	i
Cc1nc2nc3c(c(=O)n2[nH]1)CCCC3	i	i	i	i	i	-9	i	i	2	2	i
COc1cc(NS(=O)(=O)c2csc(C(N)=O)c2)cc(OC)c1	i	i	i	i	i	4	i	i	-3	-3	i
O=c1[nH]c(CN2CCN(c3ccc(F)cc3)CC2)nc2ccccc12	i	i	i	i	i	0	i	i	5	-7	i
CC12CCC(=O)N1C(C(=O)Nc1cccc(F)c1)CS2 (stereo not given)	i	i	i	i	i	-14	i	i	3	-2	i
O=C(Nc1cc(NC(=O)c2ccccc2F)ccc1Cl)c1ccccc1	i	i	/	i	i	-2	i	i	-2	7	i
CC1CCC2(CC1)NC(CO)(CO)CO2 (stereo not given)	i	i	i	i	i	-7	i	i	0	-4	i
CC(C)C1CC(c2csc(N)n2)CCO1 (stereo not given)	i	i	i	i	i	-7	i	i	0	4	i
FC(F)(F)c1cccc(-c2cc(C3CCNCC3)[nH]n2)c1	i	i	i	i	i	-4	i	i	15	6	i
O=C(Nc1ccccc1Cl)C1CCN(S(=O)(=O)c2cccc3nonc23)CC1	i	i	i	i	i	-10	i	i	-4	2	i
C=C(C)C1Cc2c(C)nn(-c3cccc4ccccc34)c2C1 (stereo not given)	i	i	i	25*	i	-11	i	i	11	5	i
N#Cc1ccc(COC(=O)c2cnc3ccccc3n2)cc1	i	i	i	i	i	-8	i	i	6	2	i
COc1ccc(N(CC(=O)N2CCCCC2)S(=O)(=O)c2c(C)nn(C)c2C)cc1	i	i	i	i	i	-13	i	i	0	-5	i
CCOC(=O)c1cccc(NC(=O)CSc2nnc(COc3ccccc3C)o2)c1	i	i	i	i	i	-11	i	i	1	2	i
COc1ccc(CN(C)CC(=O)Nc2ccc(Cl)cc2C(F)(F)F)c(OC)c1	i	i	i	i	i	-6	i	i	-4	6	i
CC(=O)Nc1ccc(S(=O)(=O)Oc2cccc(N3C(=O)C4CC=CCC4C3=O)c2)cc1 (stereo not given)	i	i	i	i	i	-15	i	i	3	4	i
Cn1c(=O)oc2cc(S(=O)(=O)N3CCN(c4ccccn4)CC3)ccc21	i	i	i	i	i	-5	i	i	6	7	i
Cc1c(NC(=O)C(C)OC(=O)c2cc3c4ccccc4n(C)c3s2)c(=O)n(-c2ccccc2)n1C (stereo not given)	i	i	i	i	i	-1	i	i	-7	-1	i
COc1ccc(-n2c(-c3ccc(Cl)cc3Cl)n[nH]c2=S)c(OC)c1	i	i	i	i	i	-6	i	i	8	3	i
Cc1cc2nccc(-c3ccco3)n2n1	i	i	i	i	i	-7	i	i	-4	-7	i
CCOCc1cc(=O)[nH]c(SC)n1	i	i	i	/	i	-6	i	i	-1	/	i
COc1ccc(OC)c(NC(=O)C2COc3ccccc3O2)c1 (stereo not given)	i	i	i	i	i	-2	i	i	9	4	i
Cc1cc(C(=O)CCl)c(C)n1CCc1ccc(Cl)cc1	i	i	i	i	i	-18	i	i	2	0	i

Next part:
SMILES	TRPC4 act	KCNK9 inh	TMEM16A act	TMEM16A inh	KCNQ1 block	hERG rescue	KCNK3 block	TRPC4 PAM	DYRK1A inh	HDAC3 inhib	KCNQ1 act
Cc1cc(C)c(S(=O)(=O)N(C)CC(=O)NC2CCCC2)c(C)c1	i	i	i	i	i	-1	i	i	-1	7	i
CCC(C)[C@H](N)c1cn([C@@H](Cc2cc3ccccc3[nH]2)C(=O)N2CCNCC2)nn1 (stereo not given in full)	i	i	i	i	i	-3	i	i	0	-2	i
Cc1ccc(-c2nnc(Cc3ccc([N+](=O)[O-])cc3)o2)cc1	i	i	i	i	i	-15	i	i	3	3	i
O=C(CCn1nnc2ccccc21)OCC(=O)c1ccc(F)cc1	i	i	i	i	i	-3	i	i	1	3	i
NC(=O)CN1C(=O)C(=O)N(Cc2ccc(Cl)cc2)C1=O	i	i	i	i	i	-1	i	i	-2	-2	i
C/C(=N\NC(=O)c1ccc(-c2ccccc2)cc1)c1ccco1	i	i	i	i	i	-8	i	i	-5	2	i
CCCCCC(=O)Nc1nc(C)c(-c2csc(Nc3cc(Cl)ccc3C)n2)s1	i	i	i	i	i	-15	i	i	3	-4	i
CCOC(=O)CC(NS(=O)(=O)c1ccc2[nH]cc(C(=O)O)c(=O)c2c1)c1ccc(OCC)c(OC)c1 (stereo not given)	i	i	i	i	i	-5	i	i	2	2	i
CC(C)NC(=O)C12CC3CC(C1)CC(C(=O)NC(C)C)(C3)C2	i	i	i	i	i	-8	i	i	-5	-1	i
O=c1[nH][nH]c(-c2ccccc2)c1C=Nc1cccc(Cl)c1	i	i	i	i	i	-17	i	i	5	0	i
CCCNC(=O)N1CCC(c2ccc3c(c2)OCO3)CC1	i	i	i	i	i	-16	i	i	0	2	i
N#C/C(=C(/O)COC(=O)c1ccc2c(c1)OCCO2)c1nc2ccccc2[nH]1	i	i	i	i	i	-2	i	i	-28	-1	i
Fc1ccc(-n2cc(CNCCc3cccnc3)c(-c3ccccc3Cl)n2)cc1	124*	i	i	i	i	-18	i	i	/	4	i
CCOc1ccccc1CNCc1ccc(C(=O)O)cc1	i	i	i	i	i	-2	i	i	-2	6	i
Cc1ccc(CNS(=O)(=O)c2c(C(=O)N3CCCCC3)c(C)n(C)c2C)o1	i	i	i	i	i	-1	i	i	1	-2	i
O=C(CSc1nnc2ccccn12)N1CCOCC1	i	i	i	i	i	-6	i	i	-8	-9	i
Cc1ccc(N(Cc2cc3ccc(C)cc3[nH]c2=O)C(=O)c2ccco2)c(C)c1	i	i	i	i	i	-6	i	i	0	11	i
C#CCSc1nsc(SCC#C)c1C#N	i	i	i	i	i	-10	i	i	3	-5	i
CCn1ncc([N+](=O)[O-])c1C(=O)Nc1cc(C)on1	i	i	i	i	i	-10	i	i	1	0	i
COc1ccc(Cc2nnc(NC(=O)c3ccccc3F)s2)cc1OC	i	i	i	i	i	-5	i	i	14	2	i
CC(C)(C)NC(=O)c1cc(NC(=O)c2ccco2)cc(NC(=O)c2ccco2)c1	i	i	i	i	i	-8	i	i	10	16	i
COc1ccc(S(=O)(=O)N2CCn3c2nc2ccccc23)cc1	i	i	i	i	i	0	i	i	-7	4	i
Cc1noc(C)c1C(=O)N(C)CC(=O)Nc1ccc(F)c(F)c1F	i	i	i	i	i	-8	i	i	/	3	i
COc1ccc(CCNC(=O)CCc2nnc(Cc3ccc4c(c3)OCO4)o2)cc1	i	i	i	i	i	-14	i	i	2	-2	i
CCN1C(=O)C(CC(=O)Nc2ccc(OC)cc2)N(Cc2ccc(OC)c(OC)c2)C1=S (stereo not given)	i	i	i	i	i	-14	i	i	/	1	i

Among those listed so far, these contain an aryl thioether with sulfur outside any ring:
SMILES	TRPC4 act	KCNK9 inh	TMEM16A act	TMEM16A inh	KCNQ1 block	hERG rescue	KCNK3 block	TRPC4 PAM	DYRK1A inh	HDAC3 inhib	KCNQ1 act
CC1CCN(c2nc3c(c(=O)[nH]c(=O)n3C)n2CC(C)CSc2nnnn2-c2ccccc2)CC1 (stereo not given)	i	i	i	i	i	-11	i	i	-7	5	i
CCOC(=O)c1cccc(NC(=O)CSc2nnc(COc3ccccc3C)o2)c1	i	i	i	i	i	-11	i	i	1	2	i
CCOCc1cc(=O)[nH]c(SC)n1	i	i	i	/	i	-6	i	i	-1	/	i
O=C(CSc1nnc2ccccn12)N1CCOCC1	i	i	i	i	i	-6	i	i	-8	-9	i
C#CCSc1nsc(SCC#C)c1C#N	i	i	i	i	i	-10	i	i	3	-5	i

(continued)
SMILES	TRPC4 act	KCNK9 inh	TMEM16A act	TMEM16A inh	KCNQ1 block	hERG rescue	KCNK3 block	TRPC4 PAM	DYRK1A inh	HDAC3 inhib	KCNQ1 act
COc1ccccc1NS(=O)(=O)c1cc(C(=O)NCC(c2cccs2)N2CCOCC2)ccc1C (stereo not given)	i	i	i	i	i	-14	i	i	-2	-2	i
Cc1ccc(S(=O)(=O)N2CCCCC2)cc1C(=O)Nc1ccccn1	i	i	i	i	i	-15	i	i	-1	-5	i
NC(=O)C1=C[C@@H](c2ccccc2)C[C@@H](OCc2ccc(CO)cc2)O1	i	i	i	i	i	-7	i	i	18	7	i
O=C(NC1CC(=O)c2sccc21)c1cccc(C(F)(F)F)c1 (stereo not given)	i	i	i	i	i	0	i	i	-1	4	i
CC(=O)c1ccc(N(C(=O)Cn2nnc3ccccc32)C(C(=O)NC2CCCCC2)c2cn(C)nc2C)cc1 (stereo not given)	i	i	i	/	i	-1	i	i	1	/	i
O=C(N/N=C/c1cccs1)/C(=C/c1ccccc1)NC(=O)c1ccccc1	i	i	i	i	i	-5	i	i	-1	10	i
O=C1CCC(C(=O)NCc2ccccc2)N1 (stereo not given)	i	i	i	i	i	-5	i	i	9	-5	i
Cc1ccccc1C(=O)NCC(=O)OCCCOC(=O)CNC(=O)c1ccccc1C	i	i	i	i	i	-8	i	i	1	1	i
CCCOc1ccc(CNC(=S)Nc2ccccc2)cc1Cl	i	i	i	i	i	-13	i	i	6	3	i
CC(C)(C)NS(=O)(=O)c1ccc2c(c1)oc(=O)c1cc(S(=O)(=O)NC(C)(C)C)ccc12	i	i	i	i	i	-8	i	i	6	6	i
CC(=O)NC(NC(=S)Nc1cccc(Br)c1)C(Cl)(Cl)Cl (stereo not given)	i	i	i	i	i	-7	i	i	-7	5	i
CC(=O)c1cccc(NC(=O)N2CCOCC2)c1	i	i	i	i	i	-12	i	i	-10	3	i

Bioassay records deposited in PubChem BioAssay by several laboratories.
